GPR35 antagonists – inhibition of zaprinast-stimulated GPR35 beta-arrestin translocation – imaging, U2OS, beta-arrestin-GFP, zaprinast agonist, primary screen (AID 2058) | U2OS GPR35 beta-arrestin-GFP translocation imaging, zaprinast antagonism; higher % means a stronger effect | inhibition, % at 10 µM; hits with a dose series show IC50 in µM | 290,000 tested, 0.052% active;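 active means inhibition of at least 50% with at least 30 cells and total cytoplasm GFP at most 10,000,000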
HIV peptide binding – inhibitors of HIV fusion peptide binding, primary screen, biochemical, uHTS, fluorescence dequenching (AID 1986); cell-free peptide binding, fluorescence dequenching, 30 min; higher % means a stronger effect; inhibition, % at 20 µM; hits with a dose series show IC50 in µM; 290,000 tested, 0.3% active; in the data active means inhibition mostly above about 52%, no sharp cut-off; inactive means mostly below about 76%; further: some results filed as inactive read as strong as hits
Siah-1 displacement – blockers of Siah-1 interaction with plectin peptide – biochemical, fluorescence polarization, rhodamine-plectin, uHTS, primary screen (AID 1817) | Siah-1 / rhodamine-plectin peptide fluorescence polarization; higher % means a stronger effect | 290,000 tested, 0.02% active | displacement, % at 20 µM; hits with a dose series show IC50 in µM;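 active means displacement of at least 50% at 20 µM, with a fluorescence ratio check between 0.3 and a set limit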;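 further: plate controls were Siah plus tracer with DMSO for no effect and tracer alone without Siah for full effect; strong numbers were not always called active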
GPR55 antagonists – inhibition of LPI-stimulated GPR55 beta-arrestin translocation – imaging, U2OS, beta-arrestin-GFP, LPI agonist, primary screen (AID 2013); U2OS GPR55 beta-arrestin-GFP translocation imaging, LPI antagonism; higher % means a stronger effect; inhibition, % at 10 µM, or IC50 in µM where a hit was titrated; 290,000 tested, 0.13% active;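 active means spots per cell inhibited over 60%, with over 100 cells counted and total cytoplasm intensity under 500,000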;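 further: U2OS cells stably carrying GPR55 and arrestin-GFP stimulated by 5 µM LPI near EC80; imaged beta-arrestin-GFP aggregate spots per cell after agonist stimulation; plate controls were LPI-stimulated DMSO wells for no effect and DMSO wells without LPI for full effect; some results filed as inactive read as strong as hits; confirmed hits need IC50 under 10 µM and bright autofluorescent wells are also inconclusive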
K1F lysis inhibition – inhibition of K1F phage lysis, E. coli UTI89, bacterial capsule biogenesis inhibitors, alamar blue (AID 488966) | E. coli UTI89 K1F phage lysis, alamar blue, 2 h; higher % means a stronger effect | inhibition, % at 100 µM; hits with a dose series show IC50 in µM | 340,000 tested, 0.02% active;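 active means phage lysis inhibition, versus mean bacterial control, above a set limit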;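 further: capsule biogenesis inhibitors block K1F phage lysis so surviving cells raise fluorescence; higher fluorescence means more inhibition of phage lysis; actives were called in the ten point dose series up to 300 µM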
GPR55 beta-arrestin – GPR55 agonists via beta-arrestin recruitment, primary screen, imaging, U2OS cells, beta-arrestin-GFP redistribution (AID 1961). activation, % at 10 µM, or EC50 in µM where a hit was titrated. U2OS GPR55 beta-arrestin-GFP redistribution imaging; higher % means a stronger effect. 290,000 tested, 0.048% active;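 active means activation above 40% with more than 50 cells counted in the well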;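 further: U2OS osteosarcoma cells stably expressing GPR55 and beta-arrestin-GFP; plate controls were DMSO negative control for no effect and LPI positive control for full effect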
NTR1 ag – NTR1-driven beta-arrestin-GFP spot formation – imaging, U2OS cells, high content, primary screen (AID 493036). P30989. agonist mode. activation, % at 20 µM. 330,000 tested, 0.17% active;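 active means activation at or above 40% of the spot to cytoplasm intensity ratio, with at least 20 cells analyzed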;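 further: 0% = DMSO without peptide and 100% = 100 nM NTR1 peptide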
Target sequence (P30989 whole entry, looked up): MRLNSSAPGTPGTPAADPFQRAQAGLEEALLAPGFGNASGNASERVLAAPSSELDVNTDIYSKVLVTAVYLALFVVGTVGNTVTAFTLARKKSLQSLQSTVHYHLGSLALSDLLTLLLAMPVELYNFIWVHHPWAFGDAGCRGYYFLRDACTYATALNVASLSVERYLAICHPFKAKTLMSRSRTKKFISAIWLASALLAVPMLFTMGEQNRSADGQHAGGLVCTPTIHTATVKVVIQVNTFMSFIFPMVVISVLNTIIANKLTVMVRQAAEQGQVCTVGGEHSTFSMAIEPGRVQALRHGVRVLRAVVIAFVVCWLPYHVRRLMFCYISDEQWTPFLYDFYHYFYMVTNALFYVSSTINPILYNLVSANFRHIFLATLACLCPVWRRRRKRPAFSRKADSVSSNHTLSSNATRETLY
Dengue-2 NS5 capping – Dengue-2 NS5 methyltransferase inhibitors, primary screen, biochemical, confirmation dose response (AID 588689); 340,000 tested, 0.3% active; inhibition, % at 25 µM, or IC50 in µM where a hit was titrated; Dengue-2 NS5 methyltransferase capping enzyme assay, biochemical; higher % means a stronger effect; in the data active means a potency from the dose series
AID2073 – disruptors of CaV2.2 binding to Mint1 – biochemical, HTRF (AID 2073); one-dose inhibition, % at 20 µM; IC50 in µM for titrated hits; 290,000 tested, 0.19% active; HTRF protein-protein interaction, Mint1-CaV2.2; higher % means a stronger effect; in the data active means inhibition mostly above about 51%, no sharp cut-off; further: some results filed as inactive read as strong as hits
NTR1 ag cell count 20 µM – further read-out of NTR1 ag, marked with its call; cell count; measured here: cell count, cytotoxicity flag
Starred values were filed as active, the others as inactive; [ ] = dose if it differs, or a comment.

For CCC(C)CCN1C(Nc2ccccc2)=NC[C@@H]1CC(C)C (stereo partly specified) the results were GPR35 antagonists 4%, HIV peptide binding -0.6%, Siah-1 displacement 4%, GPR55 antagonists 17%, K1F lysis inhibition 0.6%, GPR55 beta-arrestin -0.2%, NTR1 ag 2.2, Dengue-2 NS5 capping 2%, AID2073 6% and NTR1 ag cell count 20 µM 93.
For CCN(C(=O)COC(=O)c1cccn1C)C1CCS(=O)(=O)C1 (stereo unspecified) the results were GPR35 antagonists 14%, HIV peptide binding 0.6%, Siah-1 displacement 2%, GPR55 antagonists -15%, K1F lysis inhibition -1.7%, GPR55 beta-arrestin 0.1%, NTR1 ag 3.4, Dengue-2 NS5 capping -8%, AID2073 -8% and NTR1 ag cell count 20 µM 45.
CC(c1ccccc1)C1C(C#N)=C(N)OC2=C1C(=O)CCC2 (stereo unspecified) was read as GPR35 antagonists -5%, HIV peptide binding 0.5%, Siah-1 displacement 0%, GPR55 antagonists -6%, K1F lysis inhibition 0.0%, GPR55 beta-arrestin -0.1%, NTR1 ag 0.0, Dengue-2 NS5 capping -2%, AID2073 1% and NTR1 ag cell count 20 µM 52.
Cc1csc(/C(=N/OC(=O)c2ccco2)C(N)=O)n1 was read as GPR35 antagonists 6%, HIV peptide binding -1.6%, Siah-1 displacement -7%, GPR55 antagonists -8%, K1F lysis inhibition 0.0%, GPR55 beta-arrestin -0.1%, NTR1 ag 1.4, Dengue-2 NS5 capping -32%, AID2073 8% and NTR1 ag cell count 20 µM 58.
O=C(O)CCCn1cc(NC(=O)c2cc(F)c(F)cc2Cl)cn1 was read as GPR35 antagonists 3%, HIV peptide binding 2.2%, Siah-1 displacement -1%, GPR55 antagonists -4%, K1F lysis inhibition -1.1%, GPR55 beta-arrestin 0.2%, NTR1 ag -0.6, Dengue-2 NS5 capping 4%, AID2073 -6% and NTR1 ag cell count 20 µM 53.
NC(=O)CC(NC(=O)c1ccccc1)c1ccc(NC2CCCCC2)c([N+](=O)[O-])c1 (stereo unspecified) was read as GPR35 antagonists 7%, HIV peptide binding 1.4%, Siah-1 displacement 2%, GPR55 antagonists -8%, K1F lysis inhibition 0.0%, GPR55 beta-arrestin -0.1%, NTR1 ag 2.4, Dengue-2 NS5 capping -6%, AID2073 6% and NTR1 ag cell count 20 µM 47.
For O=C(Nc1ccc(N2CCCCC2)cc1)c1ccc(F)cc1 the results were GPR35 antagonists -4%, HIV peptide binding 2.0%, Siah-1 displacement -1%, GPR55 antagonists 12%, K1F lysis inhibition 0.5%, GPR55 beta-arrestin -0.2%, NTR1 ag 2.3, Dengue-2 NS5 capping -9%, AID2073 -2% and NTR1 ag cell count 20 µM 63.
For COc1ccc(OC)c(-n2c(C)nc3cc(C(=O)O)ccc32)c1 the results were GPR35 antagonists 17%, HIV peptide binding 6.4%, Siah-1 displacement 4%, GPR55 antagonists -11%, K1F lysis inhibition 9.7%, GPR55 beta-arrestin 0.0%, NTR1 ag -1.4, Dengue-2 NS5 capping 2%, AID2073 -5% and NTR1 ag cell count 20 µM 57.
Screening CC(C)(C)NC(=O)C(c1ccncc1)N(Cc1ccco1)C(=O)c1ccc(-c2ccccc2)[nH]1 (stereo unspecified) returned GPR35 antagonists 0%, HIV peptide binding 3.3%, Siah-1 displacement 3%, GPR55 antagonists -8%, K1F lysis inhibition 1.8%, GPR55 beta-arrestin 0.7%, NTR1 ag 5.2, Dengue-2 NS5 capping -7%, AID2073 7% and NTR1 ag cell count 20 µM 57.
For O=C(NCc1ccco1)c1cc2ccc(O)cc2oc1=O the results were GPR35 antagonists 12%, HIV peptide binding 30%, Siah-1 displacement 0%, GPR55 antagonists 86%, K1F lysis inhibition 0.3%, GPR55 beta-arrestin -0.1%, NTR1 ag -0.6, Dengue-2 NS5 capping 10%, AID2073 43% and NTR1 ag cell count 20 µM 56.
Screening O=C(NC1CCS(=O)(=O)C1)N1CCCCC1 (stereo unspecified) returned GPR35 antagonists 12%, HIV peptide binding -1.3%, Siah-1 displacement 1%, GPR55 antagonists -11%, K1F lysis inhibition -0.1%, GPR55 beta-arrestin -0.1%, NTR1 ag 1.9, Dengue-2 NS5 capping 7%, AID2073 10% and NTR1 ag cell count 20 µM 57.
Screening O=C(Nc1ccc(F)cc1)N1CCN(c2nc3ccccc3s2)CC1 returned GPR35 antagonists 15%, HIV peptide binding -3.2%, Siah-1 displacement -3%, GPR55 antagonists -2%, K1F lysis inhibition 0.1%, GPR55 beta-arrestin -0.1%, NTR1 ag 2.0, Dengue-2 NS5 capping -5%, AID2073 7% and NTR1 ag cell count 20 µM 33.
For COC(=O)c1cc(S(=O)(=O)NCCc2ccc(Cl)cc2)c[nH]1 the results were GPR35 antagonists -10%, HIV peptide binding 1.3%, Siah-1 displacement 8%, GPR55 antagonists 2%, K1F lysis inhibition 0.6%, GPR55 beta-arrestin -0.1%, NTR1 ag 2.4, Dengue-2 NS5 capping -1%, AID2073 9% and NTR1 ag cell count 20 µM 56.
`CC(C)c1ccc(N(CC(=O)NCc2cccnc2)S(=O)(=O)c2ccccc2)cc1` gave GPR35 antagonists 2%, HIV peptide binding 1.3%, Siah-1 displacement 0%, GPR55 antagonists -8%, K1F lysis inhibition 0.0%, GPR55 beta-arrestin -0.4%, NTR1 ag 1.2, Dengue-2 NS5 capping -5%, AID2073 28% and NTR1 ag cell count 20 µM 56.
For CC1CCCC(NC(=O)CC2Nc3ccccc3NC2=O)C1C (stereo unspecified) the results were GPR35 antagonists -1%, HIV peptide binding 0.1%, Siah-1 displacement -2%, GPR55 antagonists -4%, K1F lysis inhibition -0.3%, GPR55 beta-arrestin -0.1%, NTR1 ag -1.2, Dengue-2 NS5 capping -5%, AID2073 9% and NTR1 ag cell count 20 µM 35.
`Clc1ccc2oc(-c3ccccc3)nc2c1` gave GPR35 antagonists -6%, HIV peptide binding -0.7%, Siah-1 displacement 1%, GPR55 antagonists -1%, K1F lysis inhibition 0.0%, GPR55 beta-arrestin -0.1%, NTR1 ag 0.9, Dengue-2 NS5 capping 1%, AID2073 3% and NTR1 ag cell count 20 µM 100.
For Cc1cc(/C=c2/sc3nc4ccccc4n3c2=O)c(C)n1-c1ccccn1 the results were GPR35 antagonists 7%, HIV peptide binding -2.5%, Siah-1 displacement 0%, GPR55 antagonists 1%, K1F lysis inhibition -0.1%, GPR55 beta-arrestin -0.1%, NTR1 ag 1.9, Dengue-2 NS5 capping -6%, AID2073 -18% and NTR1 ag cell count 20 µM 71.
CC1(C)CC(=O)c2cnc3nc4ccccc4n3c2C1 was read as GPR35 antagonists 6%, HIV peptide binding 1.5%, Siah-1 displacement 3%, GPR55 antagonists 14%, K1F lysis inhibition 0.5%, GPR55 beta-arrestin 0.2%, NTR1 ag 1.1, Dengue-2 NS5 capping -4%, AID2073 11% and NTR1 ag cell count 20 µM 40.
Screening COc1cc(NC(=O)CCn2c(=O)[nH]c3ccsc3c2=O)cc(OC)c1 returned GPR35 antagonists -18%, HIV peptide binding -3.1%, Siah-1 displacement -10%, GPR55 antagonists 3%, K1F lysis inhibition 1.0%, GPR55 beta-arrestin 0.6%, NTR1 ag -0.8, Dengue-2 NS5 capping -3%, AID2073 1% and NTR1 ag cell count 20 µM 38.
O=C(C1CCN(C2CCN(Cc3ccc4c(c3)CCO4)CC2)CC1)N1CCOCC1 was read as GPR35 antagonists 23%, HIV peptide binding 0.8%, Siah-1 displacement -4%, GPR55 antagonists 9%, K1F lysis inhibition 0.2%, GPR55 beta-arrestin -0.3%, NTR1 ag 0.5, Dengue-2 NS5 capping -2%, AID2073 15% and NTR1 ag cell count 20 µM 44.
For CCc1ccc2[nH]c(=O)c(CN(Cc3ccccc3OC)Cc3nnnn3Cc3ccco3)cc2c1 the results were GPR35 antagonists -12%, HIV peptide binding 12%, Siah-1 displacement 4%, GPR55 antagonists -18%, K1F lysis inhibition -0.4%, GPR55 beta-arrestin -0.5%, NTR1 ag 12, Dengue-2 NS5 capping -5%, AID2073 10% and NTR1 ag cell count 20 µM 36.
For CC1CCN(S(=O)(=O)c2cc(C(=O)N3CCN(c4ncccn4)CC3)ccc2Br)CC1 the results were GPR35 antagonists -7%, HIV peptide binding 1.2%, Siah-1 displacement -2%, GPR55 antagonists -14%, K1F lysis inhibition 0.0%[50 µM], GPR55 beta-arrestin -0.2%, NTR1 ag 0.8, Dengue-2 NS5 capping -6%, AID2073 -1% and NTR1 ag cell count 20 µM 65.
Cc1ccccc1S(=O)(=O)Cc1ccc(C(=O)NC2CCC(C)CC2)o1 (stereo unspecified) was read as GPR35 antagonists -11%, HIV peptide binding 1.3%, Siah-1 displacement 1%, GPR55 antagonists 15%, K1F lysis inhibition -0.1%, GPR55 beta-arrestin -0.2%, NTR1 ag -0.6, Dengue-2 NS5 capping -12%, AID2073 0% and NTR1 ag cell count 20 µM 64.
For COc1ccccc1/C=N/NC(=O)c1cccc(NC(=O)c2ccccc2Cl)c1 the results were GPR35 antagonists -3%, HIV peptide binding 0.4%, Siah-1 displacement -2%, GPR55 antagonists -7%, K1F lysis inhibition -3.1%, GPR55 beta-arrestin -0.1%, NTR1 ag 2.5, Dengue-2 NS5 capping -2%, AID2073 10% and NTR1 ag cell count 20 µM 44.
For CCCn1c2ccc(C)cc2c2n[nH]c(=S)nc21 the results were GPR35 antagonists 11%, HIV peptide binding -1.5%, Siah-1 displacement -4%, GPR55 antagonists 4%, K1F lysis inhibition 0.8%, GPR55 beta-arrestin 0.0%, NTR1 ag 0.1, Dengue-2 NS5 capping -10%, AID2073 -22% and NTR1 ag cell count 20 µM 68.
Cc1ncc(CN2CCC(C(=O)Nc3cccc(-c4cscn4)c3)CC2)cn1 was read as GPR35 antagonists 6%, HIV peptide binding 1.3%, Siah-1 displacement 5%, GPR55 antagonists 11%, K1F lysis inhibition 0.5%[50 µM], GPR55 beta-arrestin -0.1%, NTR1 ag 1.0, Dengue-2 NS5 capping -2%, AID2073 0% and NTR1 ag cell count 20 µM 63.
CCOC(=O)C1CCN(C(=O)CNS(=O)(=O)c2ccc(Br)s2)CC1 was read as GPR35 antagonists 8%, HIV peptide binding -2.8%, Siah-1 displacement 4%, GPR55 antagonists 20%, K1F lysis inhibition -3.3%, GPR55 beta-arrestin -0.1%, NTR1 ag -1.1, Dengue-2 NS5 capping -11%, AID2073 13% and NTR1 ag cell count 20 µM 52.
For Nc1nc(NCC(=O)O)nc(NCc2ccccc2)c1[N+](=O)[O-] the results were GPR35 antagonists -5%, HIV peptide binding 0.4%, Siah-1 displacement -4%, GPR55 antagonists -2%, K1F lysis inhibition 0.1%, GPR55 beta-arrestin 0.2%, NTR1 ag -1.3, Dengue-2 NS5 capping 3%, AID2073 0% and NTR1 ag cell count 20 µM 89.
